Source: PubChem BioAssay (National Center for Advancing Translational Sciences (NCATS))
TrxR1 substrate – rat thioredoxin reductase 1 substrate activity | Potency, µM (series often up to 114 µM), for the others: top-dose activity change, negative = substrate turnover | purified TrxR1 substrate turnover, NADPH consumption readout | hit rate 0.01% among 390,000; also: potency is read from the fitted curve at half-maximal effect; % is scaled to controls: 0 for no effect and ±100 for the full control effect; nearly all actives have a fitted effect of over 50% in size
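Rat TrxR1, dispensed at 90 nM, was prereduced with 400 uM NADPH (final) for 5 min at ~22 deg C, then incubated with compound 15 min before 400 uM selenite. A first-read NADPH fluorescence drop versus no-compound background flagged substrates.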
TRHR PAM – TRH receptor (human) allosteric enhancement. P34981. TRHR cells, fluo-8 calcium fluorescence, EC20 TRH enhancement. enhancement, % at 2 µM. hit rate 0.66% among 360,000. AID 493056; in the data active = enhancement above about 30%; also: 0% is about no effect
Target sequence (P34981 whole entry, looked up): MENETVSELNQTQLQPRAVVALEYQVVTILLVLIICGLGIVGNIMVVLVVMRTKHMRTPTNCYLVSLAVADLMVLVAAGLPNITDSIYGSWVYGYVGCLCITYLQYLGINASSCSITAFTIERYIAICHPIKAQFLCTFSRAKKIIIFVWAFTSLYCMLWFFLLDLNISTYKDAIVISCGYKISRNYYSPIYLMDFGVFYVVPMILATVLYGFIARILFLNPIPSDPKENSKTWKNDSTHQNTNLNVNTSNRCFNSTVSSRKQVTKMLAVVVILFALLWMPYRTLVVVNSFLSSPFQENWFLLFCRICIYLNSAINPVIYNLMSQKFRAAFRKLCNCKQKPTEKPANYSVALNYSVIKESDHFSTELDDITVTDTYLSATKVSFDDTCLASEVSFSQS
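TRHR-expressing cells loaded with fluo-8 calcium dye were read kinetically (ex 480/em 530) during compound addition, then stimulated with an EC20 of TRH (10 nM final). Enhancement of the Gq-mediated intracellular calcium response was scored.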
D2 antagonist – antagonists of human D2 dopamine receptor; P14416; HEK293 TREx D2 cells, calcium flux, dopamine EC80; inhibition, % at 10 µM; hit rate 2% among 340,000; in the data active = inhibition above about 30%; also: 0% is about no effect
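Overnight-induced (tetracycline, 30 C) HEK293 T-REx cells carrying force-coupled D2 receive a no-wash calcium dye, then compound, then EC80 dopamine at 180 s; signals are read kinetically throughout.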
IDH1 R132H inh – human IDH1 R132H inhibition | IDH1-R132H enzyme, NADPH consumption, diaphorase/resazurin fluorescence | Potency, µM (series often up to 76.6 µM), without a hit: at the highest dose activity change, negative = inhibition, hits mostly inhibitors | hit rate 0.093% among 390,000; also: potency is read from the fitted curve at half-maximal effect; % is scaled to controls: 0 for no effect and ±100 for the full control effect; nearly all actives have a fitted effect of over 65% in size
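IDH1-R132H (0.5 ug/mL dispensed) in pH 7.5 Tris buffer was preincubated 30 min with compound, then given a substrate mix of 0.016 mM NADPH and 2 mM alpha-KG for 80 min at room temperature; remaining NADPH was read by diaphorase/resazurin fluorescence.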
PI4K2A inh – PI4K2A (human) kinase inhibition; activity change, negative = inhibition, % at 76.9 µM; hit rate 0.13% among 420,000; purified PI4K2A, ADP-Glo luminescence, 1 h; active compounds read low; Q9BTU6; in the data active = activity change below about -50%; inconclusive = mostly about -30% to -49%;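 also: -100% = wells without enzyme as full effect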
Target sequence (Q9BTU6 whole entry, looked up): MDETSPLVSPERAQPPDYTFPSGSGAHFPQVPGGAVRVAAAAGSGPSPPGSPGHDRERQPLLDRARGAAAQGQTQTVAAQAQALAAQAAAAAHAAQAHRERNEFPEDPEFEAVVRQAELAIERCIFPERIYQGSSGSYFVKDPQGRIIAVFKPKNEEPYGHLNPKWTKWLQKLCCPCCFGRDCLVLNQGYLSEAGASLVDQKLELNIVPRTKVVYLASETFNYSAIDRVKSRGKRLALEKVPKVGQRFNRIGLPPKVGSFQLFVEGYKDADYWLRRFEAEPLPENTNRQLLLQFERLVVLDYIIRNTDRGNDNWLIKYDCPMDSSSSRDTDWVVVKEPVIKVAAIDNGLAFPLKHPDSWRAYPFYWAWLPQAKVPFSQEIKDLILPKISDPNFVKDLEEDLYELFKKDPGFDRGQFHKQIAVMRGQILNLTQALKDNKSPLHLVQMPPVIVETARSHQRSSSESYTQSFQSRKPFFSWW
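ADP-Glo luminescence measured ADP generated by PI4K2A enzyme (4 ug/mL before mixing) with 1.2 mM PI substrate (pre-mix) and 300 microM ATP (pre-mix). Tris pH7.5 buffer with MgCl2, Triton X-100; 1 h reaction at ambient temperature.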
USP1-UAF1 inh – blocks the human USP1/UAF1 deubiquitinase complex | O94782 | recombinant USP1/UAF1, Ub-Rhodamine cleavage fluorescence | AID 743255 | hit rate 0.23% among 390,000 | Potency, µM (doses to about 57.1 µM), for inactives: at the highest dose activity change, negative = inhibition, actives largely listed as inhibitors; also: potency is read from the fitted curve at half-maximal effect; % is scaled to controls: 0 for no effect and ±100 for the full control effect; nearly all actives have a fitted effect of over 60% in size; inactives centre near -12
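In this screen, compounds sit with the deubiquitinase complex (1nM) for 15 min at room temperature before Ub-Rho is added at 150nM final. Fluorescence rise is then followed for 6 reads every 60 seconds.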
D2 ag – agonists of human D2 dopamine receptor; P14416; AID 485358; activation, % at 2 µM; HEK293 T-REx D2 cells, calcium flux agonist mode; hit rate 0.53% among 340,000;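 active = activation over 3 SD above normal in the single-dose calcium agonist read, cut at about 30% in these data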; also: 0% is about no effect
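Calcium-flux readout, 1 cycle/sec over 180 s following compound pin transfer, in inducible HEK293 Trex D2 cells (force-coupled); dopamine controls included. Positive calcium responses during this window marked compounds as potential agonists.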
TrxR1 inh – blocks rat thioredoxin reductase 1; O89049; recombinant rTrxR1, NADPH fluorescence consumption, selenite substrate; Potency, µM (highest dose often 114 µM), for inactives: top-dose activity change, negative = inhibition, actives largely listed as inhibitors; hit rate 1% among 390,000; AID 588453; also: potency is read from the fitted curve at half-maximal effect; % is scaled to controls: 0 for no effect and ±100 for the full control effect; nearly all actives have a fitted effect of over 65% in size
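Rat TrxR1 (90 nM in the dispensed reagent) was pre-reduced with 400 uM NADPH for 5 min at room temperature, then incubated with compound for 15 min. After 400 uM selenite was added, NADPH fluorescence (Ex 340/Em 450 nm) was followed for 8 min.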
TRHR ag – activates the human TRH receptor; activation, % at 2 µM; TRHR cells, calcium flux fluo-8, FDSS agonist mode; hit rate 0.18% among 360,000; in the data active = activation above about 30%; also: 0% is about no effect
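TRHR-expressing cells, plated overnight in medium with 10% serum, were loaded with fluo-8 calcium dye at room temperature. After a 10 s baseline, library compound was pin-added and calcium release was recorded kinetically (ex 480/em 530) as agonist response.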
* hit, by the source's call; ? = inconclusive; / = not tested or not shown; & = joins results of further samples; [ ] = another dose, or the depositor's remark. Unless noted, calls follow the shape of the dose curve; as a rule, active = well fitted inhibition curve with a large enough effect; inconclusive = small, poorly fitted or top-dose-only effect; inactive = no such curve, though single readings can be large or run the other way. Hits appear at their usual frequency, and some 3.9% of all compounds hit somewhere here.

SMILES	TrxR1 substrate	TRHR PAM	D2 antagonist	IDH1 R132H inh	PI4K2A inh	USP1-UAF1 inh	D2 ag	TrxR1 inh	TRHR ag
CCN(C(=O)CSc1nnc(C)n1-c1ccccc1)C1CCS(=O)(=O)C1 (configuration not stated)	4%	0	-2	7%	0	-14%	0.5	8%	0.3
CCOCCCN(C(=O)c1snc(C(N)=O)c1N)C(C(=O)NC1CCCC1)c1ccc(O)c(OC)c1 (configuration not stated)	12%	4	8	-2%	0	-6%	2.0	-5%[57.1 µM]	0.4
COc1ccc(C(CC(=O)NCc2ccccc2)N2Cc3ccccc3C2=O)cc1 (configuration not stated)	1%	4	/	12%	6	-14%	2.9	18%	0.4
Cc1ccc(CN(Cc2ccco2)C(=O)COc2ccccc2C)cc1	-9%	1	/	21%	3	-20%	0.5	-8%	2.2
CC(=O)Oc1ccc2nc(-c3ccc(Br)o3)oc(=O)c2c1	3%	-2	-6	2%	-4	-16%	-0.8	12%	-0.3
CC(C)CC1c2[nH]c3ccccc3c2CCN1C(=O)C1CCOCC1 (configuration not stated)	13%[11.4 µM]	-4	1	4%	-1	-10%	0.4	21%[11.4 µM]	0.8
CCOc1ccccc1OCCC(=O)OCC(=O)c1ccc[nH]1	-8%	-7	6	-4%	3	-13%	-0.5	4%	0.2
Cc1ccc(N=Cc2ccc[nH]2)c(O)c1	9%	1	3	19%	-7	-17%	0.5	?	1.5
COc1cccc(CN(CC(=O)NC2CCCC2)C(=O)c2csnn2)c1	5%	-1	8	3%	0	-3%	3.0	14%	0.0
O=C(CSc1ncccn1)NC(=O)Cc1ccccc1	3%	-3	-10	3%	6	-8%	0.2	1%	-0.1
C=CCNC(=S)Nc1ccc2nsnc2c1	10%[57.1 µM]	-3	5	3%	-9	-5%	0.5	-22%[57.1 µM]	0.5
CCCCC(CC(O)COCC(C)C)C(=O)NNC(=S)Nc1ccccc1 (configuration not stated)	4%	0	/	4%	-4	-17%	/	-5%	-0.2
CCOC(=O)c1c(NC(=O)CC)sc(C(C)=O)c1C	-4%[57.1 µM]	3	6	1%	-3	0%	-0.2	9%[57.1 µM]	-0.1
CCOC(=O)/C=C/c1ccc2c(c1)S(=O)(=O)N(c1cccc(OC)c1)[C@H]2CC(=O)OCC	-1%&-6%	/	/	11%	-2	?	/	26%&21%	/
COc1cccc(/C=C/C(=O)OCC(=O)NC2CCCCCCC2)c1	25%[57.1 µM]	/	/	1%	0	-17%	/	14%[57.1 µM]	/
O=C(CNC(=O)c1ccccc1)N=Nc1c(O)[nH]c2ccc(Br)cc12	-2%[57.1 µM]	1	11	-6%	-4	1%	-1.3	1%[57.1 µM]	0.3
O=C(OCn1nnc2ccccc2c1=O)c1ccc(N2CCOCC2)c([N+](=O)[O-])c1	-13%	10	-14	-1%	11	-13%	-1.3	-11%	-1.8
CC(=O)N1CCc2c(sc3c2c(=O)n(-c2ccccc2)c(=O)n3CC(=O)c2ccc(Cl)cc2)C1	-4%	0	/	7%	5	-15%	-0.1	6%	-0.1
CCCCc1c(O)nc2sccn2c1=O	3%	-6	9	4%	-4	-16%	7.6	12%	-0.4
CCCCOC(=O)c1ccc(NC(=O)COC(=O)CSc2nc(C)cc(C)n2)cc1	-4%	3	5	10%	-1	-23%	-1.2	1%	-0.3
CC(=O)Nc1ccc(N2N=C(C)C(N=Nc3ccccc3)C2=O)cc1 (configuration not stated)	-9%	-5	0	13%	-1	-19%	-0.3	-5%	0.1
Cc1ccc(Nc2nc3nonc3[nH]c2=O)cc1	-12%	6	6	5%	0	-9%	0.2	-3%	0.3
CC(OC(=O)Cn1cnc2c1c(=O)n(C)c(=O)n2C)C(=O)NC1CCCCC1C (configuration not stated)	3%	4	-11	2%	-4	-12%	0.5	6%	0.4
COc1cc(-c2nn3c(-c4cccc(C)c4)nnc3s2)cc(OC)c1OC	12%	3	4	-1%	4	-16%	1.0	7%	-0.8

Some entries already given, showing only IDH1 R132H inh, D2 antagonist and D2 ag:
| molecule | IDH1 R132H inh | D2 antagonist | D2 ag |
| --- | --- | --- | --- |
| CC(OC(=O)Cn1cnc2c1c(=O)n(C)c(=O)n2C)C(=O)NC1CCCCC1C (configuration not stated) | 2% | -11 | 0.5 |
| CCOC(=O)/C=C/c1ccc2c(c1)S(=O)(=O)N(c1cccc(OC)c1)[C@H]2CC(=O)OCC | 11% | / | / |

Record cards (already shown). Screens in order: TrxR1 substrate | TRHR PAM | D2 antagonist | IDH1 R132H inh | PI4K2A inh | USP1-UAF1 inh | D2 ag | TrxR1 inh | TRHR ag
`CC(C)CC1c2[nH]c3ccccc3c2CCN1C(=O)C1CCOCC1` (configuration not stated) is entered as 13%[11.4 µM] | -4 | 1 | 4% | -1 | -10% | 0.4 | 21%[11.4 µM] | 0.8
`CC(=O)Oc1ccc2nc(-c3ccc(Br)o3)oc(=O)c2c1` is entered as 3% | -2 | -6 | 2% | -4 | -16% | -0.8 | 12% | -0.3
`O=C(CSc1ncccn1)NC(=O)Cc1ccccc1` is entered as 3% | -3 | -10 | 3% | 6 | -8% | 0.2 | 1% | -0.1

Other structures follow:
SMILES	TrxR1 substrate	TRHR PAM	D2 antagonist	IDH1 R132H inh	PI4K2A inh	USP1-UAF1 inh	D2 ag	TrxR1 inh	TRHR ag
O=C(Nc1ccc(NC(=O)c2ccc(Cl)c(S(=O)(=O)N3CCOCC3)c2)cc1)c1ccccc1	23%	0	-23	8%	-1	-19%	1.2	7%	1.0
Cc1cnc2c(c1SCC(=O)NCc1ccc(F)cc1)c(=O)n(C)c(=O)n2C	7%[57.1 µM]	-2	/	8%	-1	-18%	0.4	20%[57.1 µM]	0.1
CCC(=O)c1ccc(OCC(=O)OCC(=O)Nc2cccc(S(=O)(=O)N3CCCC3)c2)cc1	-8%	10	11	2%	7	-15%	/	15%	-0.1
COc1ccc(S(=O)(=O)N2CN3CCN(C3)C2)cc1	9%	4	/	18%	-6	-18%	/	33%	1.0
COc1cc2cc(CN(Cc3cccnc3)C(=O)Nc3ccccc3F)c(=O)[nH]c2cc1OC	50%[activator]	0	21	-1%	0	-18%	-0.7	5%	0.0
Cc1cc(-n2nnc3ccccc32)nc2ccccc12	11%	4	-20	6%	-4	-5%	-0.7	28%	-0.5
Cc1cc(-c2n[nH]c(=S)n2/N=C/C=C/c2ccccc2)n[nH]1	-12%	3	1	-3%	-5	-11%	-0.6	?	-0.5
Cn1nnc2c(NCc3ccco3)nccc21	213%[activator]	14	-2	5%	-1	-1%	1.5	34%	-0.1
Clc1ccc(CN=C2Nc3ccccc3CS2)cc1	5%[57.1 µM]	-7	10	6%	0	-18%	0.0	2%[57.1 µM]	0.8
COc1ccc(C(=O)OCC(=O)Nc2ccc(OC)c(S(=O)(=O)N3CCCCC3)c2)cc1[N+](=O)[O-]	-8%	2	3	0%	0	-2%	0.1	15%	0.2
CCOC(=O)c1ccc(N=Nc2c(C)[nH]n(-c3ccccc3)c2=O)cc1	-9%	1	14	2%	-5	-8%	0.5	22%[2.29 µM]	-0.1
CCn1c2ccccc2c2cc(NC(=O)C(C)C)ccc21	13%	-3	1	3%	-1	-3%	-0.1	16%	-0.7
O=C(CSc1nnc(-c2cccs2)n1-c1ccccc1)N1CCCC1	2%	-14	0	3%	6	-5%	-0.3	8%	0.1
CN1CCN(S(=O)(=O)c2ccc(NC(=S)NC(=O)C(C)(C)C)cc2)CC1	8%	5	-2	1%	-1	-9%	0.6	16%[57.1 µM]	1.7
CCN(c1cccc(C)c1)c1nc2ccsc2c(=O)s1	8%[57.1 µM]	-4	23	3%	-2	-5%	-0.4	13%[57.1 µM]	-0.6
C/C(=C(\C#N)C(=O)NC1CCCCC1)N(C)C	-12%	-6	/	1%	2	0%	/	-13%	1.3
O=C(COC(=O)c1ccncc1)c1ccc(Cl)c(Cl)c1	7%	12	-12	15%	0	-16%	0.8	22%	0.3
CCCCN(C(=O)c1ccc(Cl)cc1)C1CC2CCC(C1)N2C (configuration not stated)	-5%	-3	-3	-6%	6	-10%	0.7	0%	0.0
COCCN(C(=O)CSc1nnc(-c2ccccc2C)n1C)c1c(N)n(Cc2ccccc2)c(=O)[nH]c1=O	2%	-4	-10	2%	-1	-5%	0.5	19%	1.1
O=C(c1ccc(F)cc1)n1nc(-c2ccccc2)nc1NCc1ccc(F)cc1	2%	-3	/	6%	8	-25%	1.0	25%	1.3
COc1ccc(CNC(=O)C2CCN(C(=O)[C@@H](CC(C)C)NC(=O)OC(C)(C)C)CC2)cc1	/	3	-24	/	/	/	1.0	/	-0.5
O=C(Nc1ccc(S(=O)(=O)Nc2nccs2)cc1)c1cc(=O)[nH]c2ccccc12	-13%	-1	-17	-19%	-4	-22%	0.7	-7%	0.7
CS(=O)(=O)N(CC(=O)N1CCN(c2ccccc2)CC1)c1ccccc1Cl	11%	/	/	8%	0	-5%	/	21%	/
CC(C)N1CCN(CC2COc3ccccc3O2)CC1 (configuration not stated)	0%	4	4	3%	-4	-24%	35*	13%	-1.0
Cc1c(C(=O)O)sc2nc(/C=C/c3ccccc3OC(F)F)[nH]c(=O)c12	2%	0	3	0%	0	-4%	0.1	-5%	0.4
CCOC(=O)C1CCN(C(=O)CC(C)S(=O)(=O)c2ccc3c(c2)NC(=O)CO3)CC1 (configuration not stated)	-3%	0	9	-11%	-3	-10%	1.0	19%	0.7
COc1ccc(C(=O)NN2C(=O)C3C4C=CC(O4)C3C2=O)cc1 (configuration not stated)	-4%	4	-3	7%	-1	-8%	-1.6	?	0.2
Cc1ccc(NS(=O)(=O)c2ccc3[nH]c4c(c3c2)CCCC4)cc1N(C)C	-1%	11	/	-21%	-4	?	-0.1	22%	0.1
Cc1ccc(CN2CC(C(=O)NCCCn3nc(C)cc3C)CC2=O)cc1 (configuration not stated)	-1%	/	/	8%	-1	-19%	/	0%	/
Fc1ccc(C2=NN(c3ccccc3)C(c3ccco3)C2)cc1 (configuration not stated)	252%[activator]	-2	-35	4%	4	-19%	-0.7	131%[activator]	-0.6
COc1ccc(NC(=O)[C@H](C)NC(=O)C2CCN(S(=O)(=O)c3ccc(OC)cc3)CC2)cc1	-11%	-6	-1	-14%	4	-8%	-0.3	-5%	-1.0
